DTT redox prof: compounds producing H2O2 with reducing agent – biochemical, NIH compound library profiling, artefact control for MLSCN library redox annotation, primary screen; actives 0.03% (n = 200,000); AID 878; DTT-dependent redox cycling H2O2, phenol red/HRP absorbance; 100% = 100 µM peroxide control, 0% = buffer; activation, % at 10 µM;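 active = activation of at least 50% relative to the plate's high and low controls in the primary single-dose screen; inactive = activation below 50%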;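 note: compound incubated with DTT at 0.8 mM final as the reducing agent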
APP transl inh: APP translation inhibition; actives 0.82% (n = 190,000); inhibition, % at 2 µM; SH-SY5Y APP 5'UTR-luciferase reporter, luminescence; AID 1285;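 active = inhibition above a set limit, derived from the sample mean plus 3 SD, cut at about 45% in these data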; note: values of inactives mirror those of a sister screen read the other way
APP 5'UTR act: APP 5'UTR luciferase reporter activation. SH-SY5Y APP 5'UTR luciferase reporter, luminescence; zero percent = DMSO vehicle wells. activation, % at 2 µM. actives 1% (n = 190,000). AID 1276;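 active = activation above a set limit, based on mean plus 3 SD of controls, cut at about 140% in these data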; note: values of inactives mirror those of a sister screen read the other way
G6PDH CS: L. mesenteroides G6PDH inhibition counter-screen | Purified L. mesenteroides G6PDH, diaphorase/resazurin coupled fluorescence, 45 min | inhibition, % at 5 µM | actives 0.12% (n = 200,000) | AID 1020; in the data active = inhibition above about 50%
NF-kB neuron act: raises NF-kB expression in human neuronal cells; AID 1239; fold change at 12.5 µM; NF-kB reporter expression; active compounds read high; actives 1.6% (n = 190,000); in the data active = fold change above about 3.3
FLuc act counter: firefly luciferase counter-screen for stimulation assays. ATPlite luciferase biochemical, luminescence, 10 min; 0 = ATP-free wells, 1 = DMSO control. 200,000 tested, under 10 active. activation factor at 10 µM. P08659. AID 1027;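 active = luciferase activation factor, scaled between plate controls, of at least 2 with compound at 10 µM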
Target sequence (P08659 whole entry, looked up): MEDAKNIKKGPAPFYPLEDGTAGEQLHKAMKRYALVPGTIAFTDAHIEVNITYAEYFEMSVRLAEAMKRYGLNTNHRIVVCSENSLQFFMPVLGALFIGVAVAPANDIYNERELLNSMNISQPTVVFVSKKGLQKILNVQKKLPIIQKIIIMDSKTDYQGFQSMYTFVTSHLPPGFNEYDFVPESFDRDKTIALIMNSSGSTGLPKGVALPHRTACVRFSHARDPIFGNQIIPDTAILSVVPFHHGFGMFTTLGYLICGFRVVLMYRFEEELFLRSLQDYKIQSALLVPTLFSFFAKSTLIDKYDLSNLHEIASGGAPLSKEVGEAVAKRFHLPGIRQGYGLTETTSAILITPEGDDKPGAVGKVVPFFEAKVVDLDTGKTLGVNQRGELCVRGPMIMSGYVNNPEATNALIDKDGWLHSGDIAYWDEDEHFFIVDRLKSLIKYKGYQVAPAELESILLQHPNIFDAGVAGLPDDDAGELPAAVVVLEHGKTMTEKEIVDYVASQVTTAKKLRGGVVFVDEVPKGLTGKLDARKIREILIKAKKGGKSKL
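Assay system: Luciferase/luciferin detection reagent, cell-free biochemical luciferase assay / Also added: ATP substrate / Schedule: 10 min at ambient temperature / Measured by: luminescence measurement of luciferase light output / Benchmarks: low control with PBS replacing ATP, high control enzyme plus ATP without compound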
Hsp70 act: Hsp70 transcriptional activation, primary screen; actives 0.04% (n = 200,000); AID 1203; activation, % at 10 µM; HeLa Hsp70 promoter luciferase reporter, luminescence; scaled: vehicle 0, proteasome-inhibitor control 100%;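 active = activation above the mean across all tested compounds plus 3 SD, cutoff set per campaign, cut at about 5.5% in these data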;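 note: 100% = MG132 at 30 µM as the positive control and 0% = DMSO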
STAT1 activator: increases IFN-gamma driven STAT1 reporter signal; NIH 3T3 STAT1-luciferase reporter, luminescence; 100% = IFN-gamma alone, no compound; activation (% of control), % at 5.5 µM; actives 2.6% (n = 200,000);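 active = activation above the screen-wide mean activation plus 3 SD, cut at about 130% in these data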;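 note: raw ratio to IFN-gamma control signal so 100% means no change and 0% no light; values of inactives mirror those of a sister screen read the other way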
HMGR II inh: inhibitors of class II HMG-CoA reductase from Enterococcus faecalis. inhibition, % at 10 µM. actives 0.41% (n = 190,000). purified E. faecalis HMGR, NADPH absorbance 340 nm kinetic;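 active = inhibition above a set limit, the median over all tested compounds plus 3 SD, cut at about 9.5% in these data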;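 note: enzyme runs in reverse so mevalonate oxidation gives rising NADPH absorbance; 0% = complete reaction with DMSO and 100% = background rate lacking mevalonate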
FLuc inh counter: Photinus pyralis luciferase inhibition counter-screen | inhibition, % at 10 µM | ATPLite firefly luciferase biochemical luminescence, 10 min | AID 1006 | actives 1.5% (n = 200,000);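 active = inhibition above about 50% when tested at 10 µM, limit read from the data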
* hit, by the source's call; nt = not tested or not shown. Random draw from the library (roughly 5.3% active in at least one column).

SMILES	DTT redox prof	APP transl inh	APP 5'UTR act	G6PDH CS	NF-kB neuron act	FLuc act counter	Hsp70 act	STAT1 activator	HMGR II inh	FLuc inh counter
COCCCNC(=O)C(=O)NC1CCCCCC1	-0.3	-2	2	5	1.3	1.1	0.0	108	-1	-5
O=C1/C(=C\c2cccs2)SC(=S)N1C1CCS(=O)(=O)C1 (centres undefined)	0.5	5	-5	8	2.2	1	-0.2	107	-3	-2
Cc1ccc(NC(=O)COC(=O)Cn2c(C)csc2=O)cc1C	-0.4	-6	6	0	1.1	1	-0.2	98	-2	-2
O=C(COC(=O)[C@@H]1CCCN1C(=O)c1cccs1)Nc1ccc(F)cc1[N+](=O)[O-]	-0.8	-13	13	2	1.2	1.1	-0.4	96	0	-6
Cc1cc(Cl)ccc1OCC(=O)OC(C)C(=O)N(C)C (centres undefined)	-0.2	-6	6	10	1.1	1.1	-0.2	108	-4	-6
Cc1cc(NC(=O)c2cc(C3CC3)on2)n(-c2ccccc2)n1	0.3	-1	1	-6	0.95	1	0.3	96	-7	-4
CCN1C(=O)CC(NCc2ccc3c(c2)OCO3)C1=O (centres undefined)	0.1	1	-1	1	1.2	1.1	-0.2	100	-2	-9
Cc1cc(=O)[nH]c(=S)[nH]1	-0.6	3	-3	14	1.5	1.1	-0.2	96	-4	-7
Cc1ccc(-c2ccc(CCC(=O)O)n2C(C)C)cc1	-0.1	-6	6	1	0.84	1	-0.2	151*	-6	-3
CC(=O)Nc1ccc(NC(=O)CN2CCN(c3cccc(C(F)(F)F)c3)CC2)cc1	-1.4	1	-1	7	1.1	1	0.3	96	3	-4
O=c1oc2ccccc2c(N2CCCC2)c1[N+](=O)[O-]	0.1	22	-22	10	1.2	1	0.1	106	-1	-3
COc1ccc(S(=O)(=O)NC(C(=O)NCCc2ccccn2)C(C)C)cc1 (centres undefined)	-0.5	17	-17	4	1.3	1	-0.3	96	-1	0
CC(=O)c1ccc(OC(=O)c2ccc(Br)o2)cc1	2.4	-8	8	11	0.96	0.9	-0.1	108	2	12
CC(C)CC(=O)Nc1nnc(SCC(=O)Nc2ccc3c(c2)OCO3)s1	0.2	-20	20	8	1.5	1.1	-0.2	106	2	-6
CC1(C)C(=O)OC(c2cccs2)C2(CCCCC2)C1=O (centres undefined)	0.3	-13	13	3	1.2	1	-0.7	97	4	-1
CCNC(=S)N(CCN(C)C)Cc1cc2cc(OCC)ccc2[nH]c1=O	-0.6	0	0	25	1.3	1	-0.1	104	-1	-5
CCCC(=O)Nc1ccc(N2CCCCC2)cc1	1.3	-44	44	12	1.9	0.8	-0.4	111	-10	17
O=C(CC(Nc1ccc(Cl)cc1)C(=O)O)c1ccccc1 (centres undefined)	0.8	-209	209*	4	2.4	0.3	-0.1	147*	-9	69*
CC1(C(=O)N(Cc2ccccc2)Cc2ccccc2)CC1(Br)Br (centres undefined)	-0.7	8	-8	1	1.2	1.1	-0.1	94	0	-8
CC(Oc1ccc(-c2ccccc2)c(F)c1)c1ccn(S(=O)(=O)c2ccc(F)cc2)n1 (centres undefined)	0.6	-18	18	5	1.1	1	-0.3	92	-3	-5
C=C(C)COc1ccc2c(CC)cc(=O)oc2c1	-0.2	-12	12	13	1.3	1	-0.2	114	0	-4
Cc1onc(-c2c(F)cccc2Cl)c1C(=O)OCC(=O)NC(=O)NCC(C)C	-0.4	-15	15	1	0.92	1.1	0.2	85	0	-7
C/C=C(\C)c1nnc(NC(=O)OCC)s1	2.0	-30	30	-11	1.4	1	-0.2	106	-7	-4
Cc1cc(C)cc(C(=O)N2CCC(C(N)=O)CC2)c1	0.6	2	-2	31	1.1	1	-0.2	97	-4	0
CCOc1ccccc1OCC(=O)Nc1ccc(Cl)cc1Cl	1.9	8	-8	4	1.2	1	0.1	94	-11	-4
(cont.)
SMILES	DTT redox prof	APP transl inh	APP 5'UTR act	G6PDH CS	NF-kB neuron act	FLuc act counter	Hsp70 act	STAT1 activator	HMGR II inh	FLuc inh counter
CC(C)C[C@H](NS(=O)(=O)c1ccc(Br)cc1)C(=O)O	0.1	-4	4	0	1.1	1	-0.3	102	-5	-5
COC(=O)C1CCN(S(=O)(=O)c2ccc(NC(C)=O)cc2)CC1	0.0	4	-4	16	0.83	1.1	-0.3	94	0	-5
COc1cc(NC(=O)c2ccc([N+](=O)[O-])cc2)ccc1NC(=O)C(C)C	-0.1	5	-5	7	1.3	1	-0.3	100	3	-2
CC12CN3CC(C)(CN(C1)C3c1ccc(Cl)cc1Cl)C2=O (centres undefined)	-0.4	-13	13	-6	0.91	1	-0.3	98	-9	-4
O=C(Oc1ccccc1C(=O)N1CCOCC1)c1ccc(Br)cc1	0.1	7	-7	-3	0.96	1	0.0	96	-7	-2
COc1ccc(C(=O)CSc2nc(N)nc(SC)c2C#N)cc1	-0.7	-20	20	2	0.99	1	-0.2	107	0	0
Cc1cccc(OCC(=O)NNC(=O)Nc2cccc(Cl)c2)c1C	-6.6	-3	3	-14	0.99	1.1	0.1	109	0	-6
Cc1ccc(SCCC(=O)NCc2ccncc2)cc1	0.2	-5	5	7	1.3	1.1	-0.2	98	1	-6
CCc1nc(N)c(C#N)c(-c2ccco2)c1C	0.6	0	0	9	1.1	1.1	-0.4	101	0	-6
Cc1cccc(C(=O)NC2CCN(C(=O)Nc3ccccc3C)CC2)c1	-0.9	-16	16	14	1.1	1	-0.4	97	14*	-2
CCSc1nc(=S)n(CC)c(C)c1C(C)=O	3.6	7	-7	2	0.95	1	0.1	102	0	-1
Cc1cc(C)nc(SCc2ccc(C(=O)N/N=C/c3cccnc3)cc2)n1	-1.2	-8	8	3	0.81	1	0.0	91	-2	-1
COc1ccc(-n2c(=O)c3c4c(sc3n3c(C)nnc23)CCCC4)cc1	3.9	-8	7	nt	nt	nt	-0.3	95	nt	nt
COc1ccc(C2/C(=C(/O)c3ccc(C)cc3)C(=O)C(=O)N2C)cc1 (centres undefined)	0.2	-1	1	0	1.1	1.1	-0.1	99	2	-8
Cc1nnc(SCC(=O)Nc2ccc(Cl)cn2)[nH]c1=O	-0.1	6	-7	6	1.2	1	-0.2	93	-2	-3
CN1CCN(CCNC(=O)c2cn(Cc3ccccc3F)nn2)CC1	0.5	-8	8	4	1	1.1	1.1	102	-4	-7
CCc1nc2sc3c(c2c(=O)o1)CCCC3	0.0	-6	6	3	0.93	1	-0.3	88	-3	1
O=C(Nc1cc(Cl)ccc1Oc1ccccc1)c1ccccc1F	0.6	-6	6	1	0.89	1	-0.3	86	-7	2
CCOc1cc(CNCCc2ccccc2)ccc1OCC(=O)NC(C)(C)C	0.1	1	-1	-2	0.7	1	-0.2	98	3	-3
O=C(O)COCC(=O)Nc1ccccc1-c1ccccc1	-0.8	-19	19	24	1.1	1.1	-0.2	94	0	-7
COc1ccc(NC(=O)COC(=O)c2ccc([N+](=O)[O-])o2)cc1Cl	-2.2	2	-3	0	1.1	1	-0.1	102	-3	-2
CC(C)CN1C(=O)c2ccc(C(=O)Nc3c[nH]c(=O)[nH]c3=O)cc2C1=O	-1.3	7	-7	5	1.1	1	-0.2	100	0	-3
CCCCNC(=O)C1CC(c2ccccc2[N+](=O)[O-])=NO1 (centres undefined)	1.2	5	-5	-2	1.2	1.1	-0.1	100	-4	-5
CCC1=NN(C(=O)Cc2ccc(OC)c(OC)c2)C(O)(C(F)(F)F)C1 (centres undefined)	-0.4	-10	10	5	1.3	1.1	-0.2	106	-7	-8
CCOC(=O)c1csc(NC(=O)c2ccc(S(=O)(=O)N3CCCC3)cc2)n1	1.9	3	-3	-3	0.95	1	-0.3	108	-8	-1
The results go on.
SMILES	DTT redox prof	APP transl inh	APP 5'UTR act	G6PDH CS	NF-kB neuron act	FLuc act counter	Hsp70 act	STAT1 activator	HMGR II inh	FLuc inh counter
O=C(c1cccs1)c1coc2ccc(O)cc12	0.0	-87	87	10	2.6	0.9	0.1	100	-1	12
O=C(CN1C(=O)c2ccccc2C1=O)OCN1C(=O)c2ccccc2C1=O	0.1	-12	12	nt	nt	nt	0.0	106	nt	nt
CC(C)[C@H](NC(=O)OC(C)(C)C)c1nnc(SCc2cccc(F)c2)o1	3.3	4	-4	-15	0.98	1	-0.2	100	-2	-1
Cc1ccc(S(=O)(=O)CCNC(=O)Cc2ccccc2)cc1	0.0	5	-5	-1	0.93	1.1	-0.1	98	-3	-7
COc1ccc(NC(=O)NCCN2CCN(c3cccc(Cl)c3)CC2)cc1	0.2	10	-10	-19	1.5	1	-0.5	94	-4	2
O=C1NCCN(Cc2ccc(Cl)c(F)c2)C1CC(=O)N1CCCO1 (centres undefined)	0.2	-8	8	8	1.4	1.1	-0.2	111	-3	-7
CC(C)(C)N(Cc1ccccc1)C(=O)COC(=O)CCc1c[nH]c2ccccc12	0.0	-34	34	-7	0.92	1	-0.4	96	-10	3
O=C(Nc1ccc(Cl)c(-c2nc3ccccc3[nH]2)c1)c1cccnc1	-1.8	0	0	-22	0.66	1.1	-0.4	102	-2	-6
COc1cc(OC)cc(C(=O)Nc2nc3ccc(S(C)(=O)=O)cc3s2)c1	-0.5	-37	37	-8	0.78	1	0.3	103	-11	0
O=C(Nc1ccccc1N1CCCC1)c1ccc([N+](=O)[O-])cc1Cl	-1.5	-10	10	5	1	1	-0.1	100	-2	-5
CCn1c(=O)c(C(=O)NCCc2ccccc2)c(O)c2ccccc21	0.4	-8	8	-46	1.1	1	-0.6	101	0	-4
Cc1cc(NC(=O)CSc2nc(-c3ccc(F)cc3)cs2)no1	-0.4	1	-1	2	1	1	-0.4	95	-3	-2
COc1ccccc1-c1ccc(=O)n(CC(=O)Nc2ccc(C(=O)N3CCCC3)cc2)n1	2.5	-5	5	5	1.9	1	-0.1	106	-7	-4
COc1cc(OC)cc(-c2nc(-c3ccccc3OC)no2)c1	1.6	1	-1	3	1.3	1	0.0	96	2	0
Cc1ccc(C(=O)Nc2ccc(N3CCCC3)cc2)cc1	0.2	-109	109	-2	1	0.8	-0.1	140*	-8	16
O=S(=O)(c1ccc(Cl)cc1)N1CCN(Cc2ccc(O)c3ncccc23)CC1	-0.8	34	-34	7	1.4	1	-0.2	98	7	-3
O=C(Cc1ccccc1)NCc1ccc(-n2cccc2)cc1	5.0	1	-1	28	1.1	1	-0.3	106	-6	3
COC(=O)C(C#N)C(c1cccnc1)c1c(C)[nH][nH]c1=O (centres undefined)	0.4	-31	31	3	1	1	-0.1	105	3	-4
CN1/C(=C\C=C2\N=C(c3ccc(F)cc3)OC2=O)C(C)(C)c2ccccc21	2.4	14	-14	0	0.82	1	-0.1	95	-4	1

4 compounds out of the list above, arranged by their value in APP 5'UTR act, largest number first:
compound,DTT redox prof,APP transl inh,APP 5'UTR act,NF-kB neuron act,Hsp70 act,STAT1 activator,HMGR II inh
O=C1NCCN(Cc2ccc(Cl)c(F)c2)C1CC(=O)N1CCCO1 (centres undefined),0.2,-8,8,1.4,-0.2,111,-3
COc1ccccc1-c1ccc(=O)n(CC(=O)Nc2ccc(C(=O)N3CCCC3)cc2)n1,2.5,-5,5,1.9,-0.1,106,-7
COc1cc(OC)cc(-c2nc(-c3ccccc3OC)no2)c1,1.6,1,-1,1.3,0.0,96,2
O=S(=O)(c1ccc(Cl)cc1)N1CCN(Cc2ccc(O)c3ncccc23)CC1,-0.8,34,-34,1.4,-0.2,98,7

Screening results (PubChem BioAssay)
